Screens (PubChem)
sgs1 mgt1: NCI yeast anticancer drug screen, S. cerevisiae sgs1 mgt1 strain | % growth inhibition at 50 µM | actives 10% (n = 78,000);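 further: 0% = growth of vehicle-only cultures of the same strain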
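Inhibition of yeast growth, normalised to vehicle-treated controls, is reported for a strain bearing genetic alterations in DNA damage repair.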
yeast bub3: NCI yeast anticancer drug screen, S. cerevisiae bub3 mutant strain; actives 9.9% (n = 78,000); AID 167; % growth inhibition at 50 µM;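 further: 0% = growth of vehicle-only cultures of the same strain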
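In this screen, a yeast mutant lacking normal mitotic checkpoint function is challenged with compound. Relative growth versus vehicle gives the inhibition value.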
mlh1 rad18: NCI yeast anticancer drug screen, S. cerevisiae mlh1 rad18 strain | growth inhibition, % at 50 µM | actives 11% (n = 79,000);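 further: 0% = growth of vehicle-only cultures of the same strain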
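Inhibition values reflect reduced growth of mutant yeast versus vehicle-treated controls following compound exposure; the mutations affect DNA damage repair.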
yeast cln2 rad14: NCI yeast anticancer drug screen, S. cerevisiae cln2 rad14 strain; growth inhibition, % at 50 µM; actives 8.3% (n = 78,000);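 further: 0% = growth of vehicle-only cultures of the same strain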
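Yeast carrying cln2 and rad14 alterations (cell cycle control and DNA damage repair) were exposed to compounds. Growth inhibition was measured against vehicle-treated controls.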
mec2-1: NCI yeast anticancer drug screen, S. cerevisiae mec2-1 strain. actives 9% (n = 79,000). growth inhibition, % at 50 µM. AID 157;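 further: 0% = growth of vehicle-only cultures of the same strain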
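Each compound was tested on mec2-1 yeast, a strain altered in DNA damage repair or cell cycle control. Growth inhibition is reported relative to vehicle.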
rad50: NCI yeast anticancer drug screen, S. cerevisiae rad50 strain; actives 10% (n = 79,000); % growth inhibition at 50 µM;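 further: 0% = growth of vehicle-only cultures of the same strain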
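Relative growth inhibition (compound vs vehicle) was measured in yeast with a defined repair-gene alteration.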
* = called active by the depositor; . = no result given; & = joins results of further samples. No stated cut-off is given here; in the data, active means growth inhibition above about 70%; inactive means the rest.

Letters – A = sgs1 mgt1; B = yeast bub3; C = mlh1 rad18; D = yeast cln2 rad14; E = mec2-1; F = rad50
Cc1ccc(C(C)(C)C)c2oc(=O)cc(C)c12
  A: 13; B: 5; C: 20; D: 5; E: 9; F: 20

CC(C)CN=C1NS(=O)(=O)c2ccccc21
  A: 7; B: -18; C: 12; D: 22; E: -6; F: 14

O=Cc1ccc(O)c(C(=O)O)c1
  A: 15; B: 21; C: 2; D: 21; E: 6; F: 9

O=C(CN(c1ccccc1)c1ccccc1)N1c2ccccc2C2C=CC=CC21 (stereo not given)
  A: -18; B: -22; C: -5; D: 18; E: 12; F: 1

CCCCCCCCCCCCCCCCNC(=O)C(=O)/C=C(\O)c1ccc(C)cc1
  A: 19; B: 1; C: 1; D: -45; E: -24; F: 1

CCOc1ccc(N=Nc2ccccc2)cc1
  A: -20; B: -13; C: -12; D: 38; E: 37; F: 2

O=c1[nH]cc(Cl)cc1Cl
  A: -4; B: 2; C: -1; D: -8; E: 4; F: 0

N[C@@H](CSS[C@H](C(=O)O)[C@@H](SSC[C@H](N)C(=O)O)C(=O)O)C(=O)O
  A: 3; B: -5; C: 50; D: -25; E: 32; F: 46

Cc1ccccc1NC(=O)/C=C\C(=O)O
  A: -1; B: -14; C: 10; D: 10; E: -10; F: 9

CCN(CC)C(=O)C1C[C@@H](O)CN1C(=O)c1ccc(OC)c(OC)c1 (stereo not given in full)
  A: -35; B: -26; C: -62; D: -8; E: -18; F: -28

Cn1ncc2c(=N)n(CC(O)C(O)C(O)C(O)CO)cnc21 (stereo not given)
  A: 12; B: -12; C: 11; D: -30; E: 8; F: -1

C#CC(NC(C)(C)CC(C)(C)C)C(C)C (stereo not given)
  A: 1; B: 4; C: 12; D: 7; E: 4; F: 31

N#CC1=C(N)N(c2ccccc2)C(c2ccccc2)C1(C#N)C#N (stereo not given)
  A: -8; B: -23; C: -5; D: -5; E: 14; F: 6

CCOC(=O)c1ncc(Cl)cc1NC(=O)CC(=O)Nc1cc(Cl)cnc1C(=O)OCC
  A: 33; B: 1; C: 20; D: -31; E: -8; F: 60

CCOC(=O)C1=C(Nc2ccc(Cl)cc2Cl)OC/C1=N\NS(=O)(=O)c1ccc(C)cc1
  A: 1; B: -2; C: 3; D: -9; E: 9; F: -4

COC(=O)C(/C(=N\O)C(=O)Nc1ccc(Br)cc1)c1nc2ccccc2[nH]c1=O (stereo not given)
  A: 4; B: 2; C: 2; D: -52; E: -3; F: -4

CCOc1ccccc1C(=O)OCCCc1ccccc1
  A: 7; B: 25; C: 15; D: -2; E: 9; F: -1

COc1cccc(NC(=S)/C(=C(/[O-])c2ccc([N+](=O)[O-])cc2)[n+]2cccc3ccccc32)c1
  A: 22; B: 28; C: 10; D: 33; E: 19; F: 26

CSC1C(OC(=O)c2ccccc2)C(COC(=O)c2ccccc2)OC1n1cnc2ncnc(NC(=O)c3ccccc3)c21 (stereo not given)
  A: 35; B: 6; C: 39; D: 29; E: 20; F: 45

c1ccc(-c2nc3ccccc3nc2-c2ccc(-c3ccc(-c4nc5ccccc5nc4-c4ccccc4)cc3)cc2)cc1
  A: -14; B: 0; C: 4; D: 21; E: 6; F: 16

CC(=O)C1=CCC2c3[nH]c4ccccc4c3CCN2C1 (stereo not given)
  A: 20; B: 2; C: 19; D: 26; E: 4; F: 18

Clc1ccccc1CSc1cc(SCc2ccccc2Cl)nc(SCc2ccccc2Cl)n1
  A: -2; B: -7; C: 22; D: 23; E: -3; F: -8

O=C(O)CCCNC(=O)C(F)(F)F
  A: -11; B: 6; C: -7; D: -50; E: -6; F: -6

O=C(Nc1ccc(F)cc1)Oc1ccc[nH]c1=O
  A: -1; B: 7; C: -45; D: -14; E: 63; F: 50

O=C(O)CCCCCCCCCCC1C=CCC1 (stereo not given)
  A: -6&20&-7; B: -7&-4&-34; C: -22&21&-10; D: -10&-46&4; E: -38&0&-34; F: -24&0&-21

CC1=C(O)c2ccccc2C(=O)C1=O
  A: 40; B: 13; C: 24; D: 36; E: 17; F: 25

O=C1c2nc3n(c2C(=O)c2c1nc1n2CCC1)CCC3
  A: 10; B: -21; C: -29; D: 27; E: -1; F: 4

O=C(O)CCNCCCCNCCC(=O)O
  A: -24; B: -23; C: -22; D: -2; E: -12; F: 6

CN/N=C(/c1nc2ccc([N+](=O)[O-])cc2[nH]c1=O)C(O)c1ccc(C(O)/C(=N\NC)c2nc3ccc([N+](=O)[O-])cc3[nH]c2=O)cc1 (stereo not given)
  A: 1; B: -4; C: 19; D: -26; E: -6; F: 31

COc1ccc(C(=O)/C=C/c2ccc(OCCSCCCCCCCCCCSCCOc3ccc(/C=C/C(=O)c4ccc(OC)cc4)cc3)cc2)cc1
  A: -17; B: -20; C: -40; D: 4; E: -30; F: -35

O=C1/C(=C\C=C\c2ccccc2)CCCC/C1=C\C=C\c1ccccc1
  A: -1; B: -1; C: 8; D: 6; E: 0; F: 11

CCCCCCCCCCCCN(CCO)CCO
  A: 90*; B: 61; C: 85*; D: 74*; E: 79*; F: 75*

C=C1C(=O)N2c3ccccc3C(C)(C)C2(S)C(=O)N1C (stereo not given)
  A: 96*; B: 94*; C: 97*; D: 64; E: 96*; F: 89*

COC(=O)/C=C/C(=O)N1CC(C)N(C(=O)/C=C/C(=O)OC)CC1C (stereo not given)
  A: -9; B: 1; C: -14; D: 37; E: -4; F: -8

Cn1cnc2c(cnn2C)c1=O
  A: 12; B: -6; C: 9; D: -32; E: 12; F: 4

CC(=O)c1cccc([N+](=O)[O-])c1
  A: 24; B: 9; C: 9; D: 45; E: -9; F: 27

Cc1cn(C2CC(N)C(CN)O2)c(=O)[nH]c1=O (stereo not given)
  A: 22; B: 28; C: 23; D: 17; E: 5; F: 23

CCCCC(CC)C(O)CC(=O)OCCC (stereo not given)
  A: -18; B: -3; C: 5; D: 38; E: -3; F: 1

CC[N+](C)(CCO)C(Cc1ccccc1)c1ccccc1 (stereo not given)
  A: 0; B: 20; C: -2; D: -16; E: -4; F: 8

NCCCOC12CC3CC(CC(C3)C1)C2
  A: 39; B: 8; C: 16; D: -50; E: -4; F: 6

COC(=O)C1=COC(OC2OC(CO)C(O)C(O)C2O)C2C(C)CC(=O)C12 (stereo not given)
  A: -22; B: -30; C: -20; D: 21; E: -39; F: -39

CCOC(=O)/C(Cc1ccc2ccccc2n1)=N/O
  A: 1; B: 14; C: 6; D: -17; E: -26; F: -6

CCOC(=O)NC(C)(C)CN(C(=O)OCC)C(C)(C)CO
  A: .; B: .; C: 8; D: .; E: -26; F: 4

O=C(O)CCCCC(=O)O
  A: -32&-4; B: -22&-18; C: 7&-6; D: 8&-30; E: -1&-7; F: -5&2

Brc1ccc(N=N/C(=N/Nc2ccccc2)c2ccc(/C=N/Nc3ccccc3)cc2)cc1
  A: 15; B: 15; C: 34; D: 29; E: 24; F: 46

Cc1ccc(S(=O)(=O)N/N=C(\C=C\c2ccccc2)c2ccccc2)cc1
  A: 60; B: 41; C: 37; D: 44; E: 64; F: 59

CSC1=C(C#N)C(=O)N(c2ccc(Cl)cc2)C(=O)C1C#N (stereo not given)
  A: 63; B: 53; C: 51; D: 24; E: 25; F: 22

CNCCCNc1c2cc(OC)ccc2nc2cccc([N+](=O)[O-])c12
  A: 78*; B: 56; C: 79*; D: 85*; E: 88*; F: 83*

CCOc1ccc(NC(N)=O)cc1
  A: -14; B: -3; C: 15; D: -4; E: -10; F: -44

OCC1(CO)CCC=CO1
  A: 2; B: 1; C: 5; D: 11; E: -8; F: 4

Further results:
Letters – A = sgs1 mgt1; B = yeast bub3; C = mlh1 rad18; D = yeast cln2 rad14; E = mec2-1; F = rad50
CCOC(=O)C(CC(c1ccc2c(c1)OCO2)C(C(=O)OCC)[N+](=O)[O-])C(=O)OCC (stereo not given)
  A: 59; B: 16; C: 39; D: 27; E: 24; F: 61

O=C(O)c1ccc(/C=N/NC(=O)C(O)(c2ccccc2)c2ccccc2)cc1
  A: -19; B: -10; C: -10; D: 12; E: -22; F: 8

Nc1ccc(S(=O)(=O)NO)cc1
  A: -3; B: -2; C: 11; D: -27; E: -4; F: -12

C=CC(=O)OCCOCCOC
  A: -2; B: -19; C: -14; D: -5; E: -16; F: -21

O=C(/C=C/c1ccccc1)c1ccc(O)cc1O
  A: 15; B: 2; C: 2; D: -27; E: -13; F: -27

COc1ccc2c(c1)CCC1C[C@@H]3C[C@]21C=CC3=O (stereo not given in full)
  A: 15&1; B: 19&24; C: 12&5; D: 8&10; E: -7&-12; F: -4&12

c1ccc(N=C2N=c3ccccc3=C2c2c(Nc3ccccc3)[nH]c3ccccc23)cc1
  A: -4; B: -5; C: 18; D: -27; E: 6; F: 20

NC(=O)Cc1c[nH]c2cc(O)ccc12
  A: -3; B: 12; C: -5; D: -18; E: 6; F: 3

CCOC(=O)C1=CC(=O)CC(C)(C)O1
  A: -2; B: -1; C: 2; D: -6; E: 8; F: -3

C=CC(CCCC(C=C)OC(C)=O)OC(C)=O (stereo not given)
  A: -1; B: 6; C: 6; D: -18; E: -5; F: 2

One compound at a time (already shown). Screens in order: sgs1 mgt1 | yeast bub3 | mlh1 rad18 | yeast cln2 rad14 | mec2-1 | rad50
c1ccc(N=C2N=c3ccccc3=C2c2c(Nc3ccccc3)[nH]c3ccccc23)cc1 in the list: -4 | -5 | 18 | -27 | 6 | 20
COc1ccc2c(c1)CCC1C[C@@H]3C[C@]21C=CC3=O (stereo not given in full) in the list: 15&1 | 19&24 | 12&5 | 8&10 | -7&-12 | -4&12
CCOC(=O)C1=CC(=O)CC(C)(C)O1 in the list: -2 | -1 | 2 | -6 | 8 | -3

(continued)
Letters – A = sgs1 mgt1; B = yeast bub3; C = mlh1 rad18; D = yeast cln2 rad14; E = mec2-1; F = rad50
CC1CCN(CCOC(=O)C(c2ccccc2)C2C=CCCC2)C1 (stereo not given)
  A: 51; B: 36; C: 53; D: 42; E: 17; F: 63

CC12CC3(O)OC(O1)C1(COC(=O)c4ccccc4)C3CC21OC1OC(CO)C(O)C(O)C1O (stereo not given)
  A: -5; B: 7; C: -37; D: -2; E: 18; F: -1

ClCC1CSC2(CCCCC2)O1 (stereo not given)
  A: 27; B: 32; C: 28; D: 14; E: 21; F: 22

CCCCCC(C)(O)CCCCC
  A: 2; B: 18; C: 12; D: 12; E: 2; F: 0

CCCCCCCCCCCC[n+]1ccc(CCCCCCCCC)cc1
  A: 100*; B: 99*; C: 98*; D: 98*; E: 99*; F: 99*

CCCCC(CC)C(=O)c1cccs1 (stereo not given)
  A: -17; B: 7; C: -2; D: -2; E: -2; F: -9

CNCc1ccccc1C
  A: 9; B: 10; C: 11; D: 16; E: 6; F: 18

Nc1c(CC(=O)O)cccc1C(=O)c1ccccc1
  A: 3; B: 15; C: 23; D: 21; E: 19; F: 20

O=C(O)/C(=C\c1cc(I)c(O)c(I)c1)c1ccc(I)cc1
  A: 92*; B: 48; C: 81*; D: 83*; E: 81*; F: 88*

CC1(C)OC(=O)C(=Cc2ccc([N+](=O)[O-])s2)C(=O)O1
  A: 90*; B: 85*; C: 92*; D: 31; E: 89*; F: 69

Structures shown so far that have fluorine (2):
Letters – A = sgs1 mgt1; B = yeast bub3; C = mlh1 rad18; D = yeast cln2 rad14; E = mec2-1; F = rad50
O=C(O)CCCNC(=O)C(F)(F)F
  A: -11; B: 6; C: -7; D: -50; E: -6; F: -6

O=C(Nc1ccc(F)cc1)Oc1ccc[nH]c1=O
  A: -1; B: 7; C: -45; D: -14; E: 63; F: 50

The list goes on:
Letters – A = sgs1 mgt1; B = yeast bub3; C = mlh1 rad18; D = yeast cln2 rad14; E = mec2-1; F = rad50
c1ccc2c(c1)N=C(c1ccc3ccccc3c1)CC(c1cccc3ccccc13)S2 (stereo not given)
  A: -33; B: 19; C: -3; D: 33; E: 5; F: 13

Clc1ccc(OCC(Cn2ccnc2)c2ccc(Cl)cc2)cc1 (stereo not given)
  A: 100*; B: 100*; C: 99*; D: 100*; E: 100*; F: 100*

Cc1cc(Cl)ccc1N=C1NC(=O)C(CC(=O)Nc2cccc(Cl)c2)S1 (stereo not given)
  A: -9; B: 2; C: 10; D: 28; E: 15; F: 29

COC(=O)c1nc(=S)[nH]c(C(=O)OC)c1C(=O)c1ccccc1
  A: -27; B: -25; C: -16; D: 36; E: -13; F: -26

COc1ccccc1N(CN1C(=O)CCC1C(=O)O)C(C)=O (stereo not given)
  A: -4; B: -9; C: -38; D: 7; E: 10; F: 9

CC1C(c2ccccc2)(N(C)C)CS1(=O)=O (stereo not given)
  A: -6; B: 13; C: -9; D: -75; E: -8; F: -3

CCOC(=O)CC(C)(O)c1ccccc1 (stereo not given)
  A: 23; B: 12; C: 0; D: -17; E: -1; F: -12

COc1cc(C2c3c(oc4ccccc4c3=O)Oc3oc4ccccc4c(=O)c32)cc(OC)c1O
  A: 5; B: 0; C: -13; D: 32; E: 5; F: -17

COc1ccc(-n2c(C)c(COC(=O)NC(C)C)c(COC(=O)NC(C)C)c2C)cc1
  A: 16; B: 16; C: 63; D: 22; E: 7; F: 19
